# EBI2 block: EBI2 receptor antagonists, beta-arrestin recruitment, primary screen, cell-based, luminescence, 7a,25-OHC stimulation, uHTS. G-protein coupled receptor 183 (Homo sapiens), P32249. 7a,25-OHC stimulated. inhibition, % at 5 µM. hit rate 0.81% among 360,000; in the data active = inhibition above about 38%;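 also: enzyme fragment complementation signal reports receptor beta-arrestin coupling in cells; 0% = agonist plus DMSO wells and 100% = wells without agonist; some results beyond the cut were filed as inactive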
# Apaf1 inhib: inhibitors of human Apaf-1 apoptosome, primary screen, biochemical, DEVD-Rh110 fluorescence, uHTS; Apoptotic protease-activating factor 1 (Homo sapiens), O14727; reconstituted apoptosome caspase-3 activity; inhibition, % at 20 µM; hit rate 0.71% among 330,000; AID 489030, 2010; active = inhibition of at least 40% at 20 µM;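 also: plate controls were DMSO wells for no effect and DEVD-CHO caspase inhibitor wells for full effect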
# Target sequence (O14727 whole entry, looked up): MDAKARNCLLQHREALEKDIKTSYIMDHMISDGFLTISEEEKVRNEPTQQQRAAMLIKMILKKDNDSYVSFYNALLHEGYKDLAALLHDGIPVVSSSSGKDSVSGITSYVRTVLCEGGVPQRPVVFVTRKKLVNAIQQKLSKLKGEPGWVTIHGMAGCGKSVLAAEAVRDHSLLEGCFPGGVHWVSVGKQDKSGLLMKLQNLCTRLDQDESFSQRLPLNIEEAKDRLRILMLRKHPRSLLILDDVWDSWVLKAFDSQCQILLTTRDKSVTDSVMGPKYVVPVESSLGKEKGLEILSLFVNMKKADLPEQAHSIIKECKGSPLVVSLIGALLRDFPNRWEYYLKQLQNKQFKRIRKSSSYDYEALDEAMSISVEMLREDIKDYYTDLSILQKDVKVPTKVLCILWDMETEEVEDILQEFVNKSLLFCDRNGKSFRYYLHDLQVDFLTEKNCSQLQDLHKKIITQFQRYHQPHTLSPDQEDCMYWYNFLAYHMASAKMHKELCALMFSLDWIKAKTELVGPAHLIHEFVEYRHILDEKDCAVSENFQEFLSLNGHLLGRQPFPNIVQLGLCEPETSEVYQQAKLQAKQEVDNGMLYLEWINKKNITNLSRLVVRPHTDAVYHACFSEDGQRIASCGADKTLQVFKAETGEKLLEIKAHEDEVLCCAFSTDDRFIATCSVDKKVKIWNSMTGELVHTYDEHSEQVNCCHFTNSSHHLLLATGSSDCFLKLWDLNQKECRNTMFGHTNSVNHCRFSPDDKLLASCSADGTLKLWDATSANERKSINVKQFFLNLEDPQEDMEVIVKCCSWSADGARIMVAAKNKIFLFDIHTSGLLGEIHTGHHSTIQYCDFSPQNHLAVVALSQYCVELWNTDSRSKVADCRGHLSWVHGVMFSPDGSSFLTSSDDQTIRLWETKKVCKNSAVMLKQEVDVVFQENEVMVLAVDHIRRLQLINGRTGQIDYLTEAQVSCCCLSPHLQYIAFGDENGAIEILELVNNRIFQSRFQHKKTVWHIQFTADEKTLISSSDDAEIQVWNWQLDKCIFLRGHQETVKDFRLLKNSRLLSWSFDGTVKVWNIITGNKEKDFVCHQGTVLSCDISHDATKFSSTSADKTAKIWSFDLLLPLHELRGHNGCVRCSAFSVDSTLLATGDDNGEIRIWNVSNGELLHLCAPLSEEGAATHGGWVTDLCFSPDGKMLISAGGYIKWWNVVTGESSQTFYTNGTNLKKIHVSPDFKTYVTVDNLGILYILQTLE
#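 Material: biochemical Apaf-1 apoptosome reconstitution. Medium: Hepes buffer, pH 7.5. Also added: cytochrome c activation, bis-DEVD rhodamine 110 substrate. Timing: 30 min compound preincubation, 50 min activation, room temperature. Measured by: rhodamine 110 fluorescence at Ex 480/Em 540 nm.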
# UBC13 inh: UBC13 polyubiquitin chain formation inhibitors, primary screen, biochemical, TR-FRET, uHTS. hit rate 0.47% among 330,000. inhibition, % at 20 µM. Ubiquitin-conjugating enzyme E2 N (Homo sapiens), P61088; in the data active = inhibition above about 45%, passing the limit was not always enough
# CCR6 antag: CCR6 receptor antagonists, primary screen, cell-based, CHO-K1, luminescence, beta-arrestin, uHTS | C-C chemokine receptor type 6 (Homo sapiens), P51684 | CHO-K1 CCR6 PathHunter beta-arrestin, CCL20-stimulated | inhibition, % at 20 µM | hit rate 0.49% among 340,000;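 active = compounds whose inhibition of the agonist-driven luminescence signal at 20 µM reaches about 50%, limit read from the data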;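 also: cells stimulated with CCL20 at 14 nM final; plate controls were DMSO with CCL20 for no effect and DMSO without agonist for full effect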
# 697 NFkB inh: inhibitors of PMA/ionomycin-induced NF-kB reporter, 697 cells, primary screen, B-cell NF-kB inhibitor project, cell-based, luminescence, uHTS. 697 B-cell NF-kB luciferase reporter, 16 h. inhibition, % at 4 µM. hit rate 0.33% among 330,000; in the data active = inhibition above about 35%
# SENP8 inh: SENP8 protease inhibitors, primary screen, biochemical, luminescence. AID 2540, 2010. purified SENP8, Z-RLRGG-aminoluciferin cleavage. inhibition, % at 10 µM. hit rate 1.2% among 330,000. Sentrin-specific protease 8 (Homo sapiens), Q96LD8
# Gli-Sufu block: Gli-Sufu pathway antagonists, primary screen, luciferase luminescence, Sufu-KO-LIGHT cells, uHTS; Sufu-KO-LIGHT fibroblasts, Gli luciferase reporter luminescence; inhibition, % at 5 µM; hit rate 0.74% among 340,000;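 active = inhibition above about 55%, limit read from the data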;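 also: 0% = DMSO-treated cells and 100% = wells with medium but no cells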
# Jurkat NFkB inh: inhibitors of induced NF-kB luciferase reporter, primary screen, TCR NF-kB activation inhibitor project, cell-based, luminescence, uHTS; Jurkat, PMA/ionomycin-induced NF-kB luciferase reporter; hit rate 0.53% among 330,000; inhibition, % at 4 µM; AID 435003, 2010
# Active calls of the source: *; . = not tested or not shown; & = joins results of further samples. Rule as the data show it, unless noted: active = inhibition above about 50%; inactive = the rest.
1. Cc1cc(C)nc(N2CCCC(CCC(=O)NCc3ccc(F)c(F)c3)C2)n1 (stereo not given)
2. CN(C)c1ccc(/C=N/n2c(-c3ccccc3Br)n[nH]c2=S)cc1
3. CCc1ccc(S(=O)(=O)NCC(O)COc2ccc(OC)cc2)cc1 (stereo not given)
4. N#Cc1ccccc1NC(=O)COC(=O)CN1C(=O)C2CCCCC2C1=O (stereo not given)
5. CCc1cccc(CC)c1-n1c(SCc2cc(=O)n3ccsc3n2)nnc1-c1cccnc1
6. O=c1c(-c2ccccc2Cl)coc2c(CN3CCCCC3)c(O)ccc12
7. Cc1ccc(NC(=O)[C@@H]2CCCN2S(=O)(=O)c2ccccc2C(F)(F)F)cc1S(=O)(=O)N1CCOCC1
8. c1ccc(CN2CCN(c3nc4ccccc4n4cnnc34)CC2)cc1
Compound	1	2	3	4	5	6	7	8
EBI2 block	10	2	36	-6	-6	3	-23	12
Apaf1 inhib	9	7	-13	-3	3	2	4	12
UBC13 inh	0	-3	8	3	1	18	5	-7
CCR6 antag	14	28	7	-9	6	7	6	2
697 NFkB inh	-7	-33	7	9	0	8	12	-16
SENP8 inh	-15	0	0	3	-3	2	2	3
Gli-Sufu block	10	0	7	5	11	.	-19	8
Jurkat NFkB inh	-12	3	-1	4	1	-6	7	1

9. CC(=O)Nc1ccc(S(=O)(=O)N2CCN(S(=O)(=O)c3ccc(F)c(F)c3F)CC2)cc1
10. CCCC(=O)Nc1cc(-c2nc3ncccc3o2)ccc1Cl
11. Cc1c(C(=O)N2CCOCC2)sc2nc(-c3ccccc3)cn12
12. CC[C@@]1(C(=O)OC)N[C@H](CN(C)S(=O)(=O)c2ccc(F)cc2)[C@@H]2C(=O)N(C)C(=O)[C@@H]21
13. CCOc1ccc(NC(=O)CN(C)C(=O)COc2cccc3c2OC(C)(C)C3)cc1OCC
14. Cc1[nH]n(-c2ccccc2)c(=O)c1N=Nc1ccc2c(c1)OCCO2
15. CCOc1cccc(NC(=O)C2CCCN(S(=O)(=O)c3ccc(OC)cc3)C2)c1 (stereo not given)
16. CNCCCC12CCC(c3ccccc31)c1ccccc12
Compound	9	10	11	12	13	14	15	16
EBI2 block	2	5	-9	-3	-5	8	10	6&-5&8
Apaf1 inhib	-9	-3	-11	-8	-7	2	-9	12&2&12
UBC13 inh	1	-4	4	8	15	-82	18	9&-6&5
CCR6 antag	5	11	2	-10	6	23	17	6&5&7
697 NFkB inh	6	-3	-64	10	11	-64	12	7&-1&7
SENP8 inh	8	-2	-2	1	4	-7	3	-8&-15&-6
Gli-Sufu block	8	8	-63	-14	-12	-68	-5	8&0&-4
Jurkat NFkB inh	16	-2	-47	-7	4	-78	15	17&-5&5

# Results in EBI2 block, Gli-Sufu block and CCR6 antag (two entries from above):
nr | SMILES | EBI2 block | Gli-Sufu block | CCR6 antag
12 | CC[C@@]1(C(=O)OC)N[C@H](CN(C)S(=O)(=O)c2ccc(F)cc2)[C@@H]2C(=O)N(C)C(=O)[C@@H]21 | -3 | -14 | -10
13 | CCOc1ccc(NC(=O)CN(C)C(=O)COc2cccc3c2OC(C)(C)C3)cc1OCC | -5 | -12 | 6

# Other records:
17. CCC(C)c1ccc(Nc2ncccc2C#N)cc1 (stereo not given)
18. COc1ccc(OC)c(S(=O)(=O)Nc2ccc3c(c2)C(=O)OC3)c1
19. O=C(CN(Cc1ccc(F)cc1)C(=O)CCC(=O)Nc1nccs1)NCc1ccccc1
20. Cc1cc(C)nc(N/N=C/c2cccc([N+](=O)[O-])c2)n1
21. COc1ccc(CC(=O)N/N=C\c2cc(Br)c(O)c(Br)c2)cc1
22. O=C1N=C2SCCN2/C1=C\c1ccc(Cl)cc1
23. CCCN(CCC)S(=O)(=O)c1ccc(C)cc1
24. Cc1nn(-c2ccccc2)c2sc(C(=O)OCN3C(=O)c4ccccc4C3=O)cc12
Compound	17	18	19	20	21	22	23	24
EBI2 block	3	-3	1	-10	1	-20	0	.
Apaf1 inhib	19	-4	4	-14	-11	-1	-3	-3
UBC13 inh	8	4	2	5	-8	-5	15	-6
CCR6 antag	33	-4	2	6	21	-3	11	.
697 NFkB inh	-58	4	13	16	-2	-7	-11	21
SENP8 inh	34	0	4	5	-7	-5	4	8
Gli-Sufu block	-22	-2	5	1	-10	2	-3	.
Jurkat NFkB inh	-57	6	-16	10	-11	12	11	5

25. CC1CC(C)CN(CCCNC(=O)c2cc3c(=O)[nH]c4ccccc4c3n2C)C1 (stereo not given)
26. COc1ccccc1Nc1nc(-c2cccnc2)cs1
27. O=C(O)c1nn(-c2ccc(F)cc2)ccc1=O
28. N#C/C(=C\c1ccccc1C(F)(F)F)C(=O)Nc1ccccc1
29. CCOC(=O)C1=CN(Cc2ccco2)S(=O)(=O)NC1c1ccc(C(F)(F)F)cc1 (stereo not given)
30. N#CCCN(CCC#N)S(=O)(=O)c1ccc(C(=O)Nc2nc(-c3ccccc3)c(C(=O)c3ccccc3)s2)cc1
31. CSc1nncc(-c2ccc(F)cc2)n1
32. COc1ccc(C(=O)Nc2nc(-c3ccc([N+](=O)[O-])cc3)c(-c3ccccc3)s2)cc1
Compound	25	26	27	28	29	30	31	32
EBI2 block	-17	16	-2	-33	-6	14	-14	26
Apaf1 inhib	0	5	6	4	17	13	2	6
UBC13 inh	5	-3	0	1	.	-12	4	1
CCR6 antag	12	1	-3	-11	10	27	5	43
697 NFkB inh	-5	-74	2	-19	14	-4	5	-6
SENP8 inh	6	50*	0	3	.	-8	1	-3
Gli-Sufu block	31	-40	-20	-13	1	4	-3	13
Jurkat NFkB inh	-13	-33	3	-2	.	2	-4	29

33. CC(C)Cn1c(N)c(/C=N/NC(=O)c2ccc(Cl)cc2)c(=O)n(C)c1=O
34. CN(C)c1cc[n+](/C(C(=S)Nc2ccc(SC(F)F)cc2)=C(/[O-])c2ccccc2)cc1
35. Cc1nn(CC(=O)N2CCC(C)CC2)c(=O)c2nn(-c3ccccc3)c(C)c12
36. COc1ccccc1NC(=O)C1=C(C)NC(=O)NC1c1ccc(C)cc1 (stereo not given)
37. O=C(c1ccc(=O)oc1)N1CCC(C(O)(c2ccccc2)c2ccccc2)CC1
38. CC(=O)c1cccc(NC(=O)COc2cc3oc(=O)c(CC(C)O)c(C)c3cc2Cl)c1 (stereo not given)
39. C#CCOCCOCCOCCNc1nc(N2CCN(C(=O)CCCCCCCCCCNC(=O)Cn3cc(C[C@@H](C)O)nn3)CC2)nc(N2CCN(C(=O)CCCCCCCCCCNC(=O)[C@@H](CCC(=O)O)n3cc(CCCCCN)nn3)CC2)n1
40. CCOC(=O)C1(Cc2ccccc2Cl)CCN(S(C)(=O)=O)CC1
Compound	33	34	35	36	37	38	39	40
EBI2 block	-7	1	-8	-9	-22	5	4	3
Apaf1 inhib	-21	-13	9	17	-21	15	52*	-9
UBC13 inh	-2	-1	-2	4	1	-1	66*	3
CCR6 antag	10	6	-6	7	4	-1	-1	13
697 NFkB inh	12	-46	-13	14	5	6	12	5
SENP8 inh	1	1	8	-4	-6	2	6	8
Gli-Sufu block	20	6	1	3	19	-11	5	-1
Jurkat NFkB inh	-7	5	16	11	16	8	5	1

41. COc1cc(C(C)=O)ccc1COc1ccc(C(=O)O)cc1OC
42. CCOc1ncccc1C(=O)Nc1cccc(-c2nnc3n2CCCCC3)c1
43. O=C(COC(=O)CSc1ccccc1)NNC(=O)c1ccc([N+](=O)[O-])cc1
44. COc1ccc(NC(=O)c2ccc(Cl)c(S(=O)(=O)NCC3CCCO3)c2)c(OC)c1 (stereo not given)
45. O=C(CCCOc1ccc(Cl)cc1Cl)n1nnc2ccccc21
46. COc1ccc(NC(=O)N2CCCC2C(=O)Nc2ccccc2F)cc1 (stereo not given)
47. COc1cc(/C=C/C(=O)c2ccc(F)cc2)cc(OC)c1OC
48. Cc1cc(C(=O)O)cc(S(=O)(=O)Nc2ccccc2C(=O)NC(C)c2ccccc2)c1C (stereo not given)
Compound	41	42	43	44	45	46	47	48
EBI2 block	-8	4	-11	1	-10	-17	9	28
Apaf1 inhib	-8	4	3	5	-6	-1	-2	13
UBC13 inh	-7	-9	0	3	10	7	0	2
CCR6 antag	6	1	-7	-12	-7	5	10	1
697 NFkB inh	7	1	12	18	26	2	27	9
SENP8 inh	-5	1	5	-3	-4	2	9	-1
Gli-Sufu block	2	2	-11	4	-14	-13	11	-7
Jurkat NFkB inh	-10	2	1	6	12	19	8	2

49. CN(C(=S)NC(=O)Cc1ccccc1)c1ccccc1
50. CCC(=O)Nc1nc(C)c(C(=O)NC2CCCCC2)s1
51. COc1cccc(-c2csc(N3CCN(C(=O)Nc4ccc(F)cc4)CC3)n2)c1
52. CC(C)C[C@@H](CSc1ccccc1)N1CCN(C)CCC1=O
53. Cc1ccc2cc(C3CC(c4ccco4)=NN3C(=O)CCCC(=O)O)c(Cl)nc2c1 (stereo not given)
54. Cn1c(SCc2c(Cl)cccc2Cl)nnc1-c1cccs1
55. Cc1oc2ccc(OC(=O)c3cccs3)cc2c1C(=O)OC(C)C
56. COc1ccc(CCN2C(=NC(C)=O)SC3CS(=O)(=O)CC32)cc1OC (stereo not given)
Compound	49	50	51	52	53	54	55	56
EBI2 block	-4	-12	7	-5	0	7	-10	-2
Apaf1 inhib	3	-1	19	6	4	19	12	-16
UBC13 inh	2	3	13	-2	8	7	2	-1
CCR6 antag	-2	-2	17	1	4	9	12	-6
697 NFkB inh	3	16	-2	-9	3	-16	-10	-2
SENP8 inh	1	-8	-7	-6	-2	-2	6	-8
Gli-Sufu block	-5	6	16	-3	10	-7	10	3
Jurkat NFkB inh	-4	6	0	-8	14	-20	-4	12

57. COC(=O)C1CCN(C(=O)NC2CCCCC2)CC1
58. CCCCCc1cc(=O)oc2c(C(CCN3CCCCC3)c3cc(OC)c(OC)c(OC)c3)c(OC)cc(OC)c12 (stereo not given)
59. C=CCN=C1NN=C(c2cc(C)n(CCOC)c2C)CS1
60. COc1ccc(NS(=O)(=O)c2cc(-c3nnnn3C)ccc2OC)cc1
Compound	57	58	59	60
EBI2 block	-10	-3	-17	-2
Apaf1 inhib	-9	29	8	-7
UBC13 inh	-1	81*	12	6
CCR6 antag	2	2	3	2
697 NFkB inh	9	-6	-62	29
SENP8 inh	-5	-10	22	5
Gli-Sufu block	-3	11	58*	-5
Jurkat NFkB inh	-8	29	-20	11

# Compounds from the list above that contain two or more sulfur atoms:
5. CCc1cccc(CC)c1-n1c(SCc2cc(=O)n3ccsc3n2)nnc1-c1cccnc1
7. Cc1ccc(NC(=O)[C@@H]2CCCN2S(=O)(=O)c2ccccc2C(F)(F)F)cc1S(=O)(=O)N1CCOCC1
9. CC(=O)Nc1ccc(S(=O)(=O)N2CCN(S(=O)(=O)c3ccc(F)c(F)c3F)CC2)cc1
30. N#CCCN(CCC#N)S(=O)(=O)c1ccc(C(=O)Nc2nc(-c3ccccc3)c(C(=O)c3ccccc3)s2)cc1
34. CN(C)c1cc[n+](/C(C(=S)Nc2ccc(SC(F)F)cc2)=C(/[O-])c2ccccc2)cc1
54. Cn1c(SCc2c(Cl)cccc2Cl)nnc1-c1cccs1
56. COc1ccc(CCN2C(=NC(C)=O)SC3CS(=O)(=O)CC32)cc1OC (stereo not given)
Compound	5	7	9	30	34	54	56
EBI2 block	-6	-23	2	14	1	7	-2
Apaf1 inhib	3	4	-9	13	-13	19	-16
UBC13 inh	1	5	1	-12	-1	7	-1
CCR6 antag	6	6	5	27	6	9	-6
697 NFkB inh	0	12	6	-4	-46	-16	-2
SENP8 inh	-3	2	8	-8	1	-2	-8
Gli-Sufu block	11	-19	8	4	6	-7	3
Jurkat NFkB inh	1	7	16	2	5	-20	12

# A portion of the library. The share of hits here may be higher or lower than overall.
